From PubChem BioAssay
GSK3beta inhib – blocks human GSK3beta kinase activity; 300,000 tested, 0.038% active; GST-GSK3beta kinase, ADP-Glo luminescence, 60 min; stronger effect = lower value; P49841; activity score (negative = inhibition), % at 10 µM;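 active = more than half of replicate wells score below -50%, meaning over 50% inhibition versus plate controls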;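 note: 0% = median DMSO wells and -100% = median GW8510 positive control wells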
Target sequence (P49841 whole entry, looked up): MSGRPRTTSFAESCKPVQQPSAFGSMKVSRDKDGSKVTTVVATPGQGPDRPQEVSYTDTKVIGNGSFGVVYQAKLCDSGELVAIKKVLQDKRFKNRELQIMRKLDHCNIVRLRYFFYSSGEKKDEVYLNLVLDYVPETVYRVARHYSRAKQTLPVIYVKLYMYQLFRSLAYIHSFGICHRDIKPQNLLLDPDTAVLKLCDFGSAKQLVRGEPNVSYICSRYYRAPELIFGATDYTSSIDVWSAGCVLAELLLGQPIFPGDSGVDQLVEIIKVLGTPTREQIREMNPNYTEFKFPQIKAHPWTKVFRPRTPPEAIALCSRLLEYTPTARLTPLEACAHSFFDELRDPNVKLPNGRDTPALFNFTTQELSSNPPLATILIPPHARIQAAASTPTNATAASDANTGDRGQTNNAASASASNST
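Test system – GST-tagged human GSK3beta kinase, cell-free · Incubation – 60 min enzyme reaction, room temperature · Signal – ADP-Glo luminescence · Also added – peptide substrate and ATP at 25 µM · Controls – DMSO neutral wells and GW8510 at 20 µM as positive · Buffer or medium – Tris/MgCl2 kinase buffer · Measure – Luminescence-derived activity versus plate DMSO and GW8510 wells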
KLF5 inh – inhibitors of KLF5 expression. AID 1700. inhibition, % at 5 µM. 290,000 tested, 0.23% active. DLD-1 KLF5 promoter-luciferase reporter, luminescence;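 active = inhibition above a per-plate limit of that plate's mean compound inhibition plus 3 SD, cut at about 60% in these data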;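 note: 0% = DMSO wells and 100% = LY294002 at 200 µM; higher means less KLF5 promoter-driven luciferase light; inactives centre near -14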
PolyA inh – yeast polyadenylation inhibition | AID 1875 | 300,000 tested, 0.02% active | S. cerevisiae SKY197-pL101 polyadenylation reporter, beta-gal luminescence; efflux-impaired pdr1/pdr3 knockout yeast; score 100 = 6 SD above DMSO | calls only at 12 µM;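 active = lowest replicate activity score at least 50, where 100 means six control SD above control mean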;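 note: yeast exposed to compound for 9 h at 30 °C; higher score means more reporter readthrough which indicates perturbed polyadenylation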
HSF-1 act – increases HSF-1 driven luciferase reporter signal. NIH3T3-HGL HSF-1 luciferase reporter, MG132, 8 h; 100% = twice DMSO control signal. 300,000 tested, 1.7% active. AID 504408. activation, % at 9 µM;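 active = mean replicate activation of at least 50% with a set share of replicates each reaching 50%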;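 note: 0% = median of the neutral control wells and 100% = twice that signal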
AI-2 QS mod – modulates the Vibrio harveyi AI-2 quorum sensing system; 300,000 tested, 0.4% active; Vibrio harveyi JMH597 AI-2 luminescence/OD600 ratio, 9 h; stronger effect = lower value; strain lacks LuxN and CqsS sensors; 0 = neutral-control median; activity change, % at 7.5 µM; in the data active = activity change below about -75%, passing the limit was not always enough;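 note: luminescence divided by OD600 gain over 9 h not by final OD600 alone; inactives centre near 13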
aSyn 5UTR inh – 5' untranslated region of α-synuclein, MLPCN primary screen; alpha-synuclein 5'UTR reporter, inhibitor activity; 300,000 tested, 0.82% active; AID 1813; inhibition, % (tested at 7.5 µM); in the data active = inhibition above about 60%;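 note: H4 neuroglioblastoma cells stably carrying SNCA 5'UTR luciferase fusion; 0% = DMSO wells and 100% = positive control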
HSF1 inh – HSF1 inhibition; NIH3T3-HGL HSE-luciferase, MG132-induced, luminescence 8 h; stronger effect = lower value; activity change, negative = inhibition, % at 7.5 µM (by protocol); 300,000 tested, 0.77% active; AID 2098;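 active = more than half of replicate wells show activity change below -50%, luminescence cut by over half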;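 note: luciferase reports HSF-1 transcriptional activity via heat shock element; 0% = median of DMSO wells and -100% = zero luminescence signal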
HSP90 inh – HSP90 refolding inhibition in rabbit reticulocyte lysate; luciferase refolding luminescence, 3 h; inhibition, % at 5.6 µM; 290,000 tested, 0.91% active; AID 1789;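 active = inhibition above the screen-wide mean plus 3 SD, computed separately per campaign, cut at about 16% in these data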;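 note: 0% = DMSO wells and 100% = 60 µM geldanamycin wells; inhibitors lower the luminescence because luciferase stays unfolded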
IEC-6 cytotox – counter-screen for KLF5 inhibitors: cytotoxicity in IEC-6 cells | 290,000 tested, 0.78% active | IEC-6 cytotoxicity, luminescence viability | inhibition, % at 5 µM | AID 1825; in the data active = inhibition above about 22%;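 note: 0% = plate median of test compound wells and 100% = cytotoxic reference compound wells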
GSK3 alpha inh – human GSK-3 alpha kinase inhibition. P49840. ADP-Glo luminescence, 60 min. inhibition, % at 10 µM. 320,000 tested, 0.1% active. AID 2650;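 in the data active = inhibition above about 50%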;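 note: GST-tagged GSK-3 alpha with peptide substrate and 25 µM ATP; 0% = DMSO neutral wells and 100% = GW8510 positive control wells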
Target sequence (P49840 whole entry, looked up): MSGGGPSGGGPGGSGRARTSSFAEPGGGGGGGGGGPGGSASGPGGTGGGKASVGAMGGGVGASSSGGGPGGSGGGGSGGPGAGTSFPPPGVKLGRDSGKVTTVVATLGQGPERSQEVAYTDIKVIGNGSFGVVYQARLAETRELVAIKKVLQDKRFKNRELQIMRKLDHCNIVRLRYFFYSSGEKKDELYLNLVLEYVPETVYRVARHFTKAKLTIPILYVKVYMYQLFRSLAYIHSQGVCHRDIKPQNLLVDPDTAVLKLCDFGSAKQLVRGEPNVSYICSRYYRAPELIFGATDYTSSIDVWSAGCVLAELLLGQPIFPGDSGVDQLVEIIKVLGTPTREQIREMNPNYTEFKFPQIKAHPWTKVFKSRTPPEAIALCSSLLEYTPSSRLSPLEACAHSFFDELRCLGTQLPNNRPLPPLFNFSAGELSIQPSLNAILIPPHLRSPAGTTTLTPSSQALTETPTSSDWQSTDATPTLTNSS
* marks the source's active call; other numbers are inactive results; i = inactive; . = no result given. Not all compounds are listed, so the mix of outcomes need not match the whole.

Molecule	GSK3 alpha inh	AI-2 QS mod	HSF1 inh	PolyA inh	HSP90 inh	aSyn 5UTR inh	HSF-1 act	IEC-6 cytotox	GSK3beta inhib	KLF5 inh
OCC#CCSc1nnc(-c2ccncc2)o1	-1	24	2	i	1	-28	-1	-5	-1	2
CCOC(=O)C1(CCOC)CCN(Cc2ccncc2)CC1	-2	28	-3	i	1	-2	2	-4	2	-34
COC(=O)CCC(=O)OC1(C)C(=O)C=C2C=C(C3CC3)N(Cc3ccccc3)C=C2C1=O (stereo unspecified)	-3	21	-4	i	.	27	-17	.	0	.
COc1ccccc1N1C(=O)CC(N(O)c2ccccc2)C1=O (stereo unspecified)	-3	-1	-2	i	0	7	-4	-3	10	-25
COC(=O)c1c(NC(=O)COC(=O)C2CCC2)sc(C)c1C	-2	28	0	i	.	4	-6	.	1	.
O=C(CNc1cc(S(=O)(=O)N2CCOCC2)ccc1N1CCCC1)N1CCc2ccccc21	-3	-2	2	i	-6	-9	-5	-1	-1	1
CCOc1ccc(C(=O)N2CCN(c3ccccc3)CC2)cc1	-5	29	18	i	1	-17	30	3	1	-17
CCOc1ccc2ccccc2c1C1NC(=O)N(C)C(C)=C1C(=O)OCCOC (stereo unspecified)	-2	22	13	i	0	33	12	3	1	-6
CN(C)S(=O)(=O)c1cccc(NC(=O)COC(=O)/C=C/c2ccc([N+](=O)[O-])cc2)c1	-1	23	20	i	2	11	63*	6	1	-10
CN1/C(=C/c2cccc[n+]2CCO)Sc2ccccc21	-1	1	9	i	-2	-1	9	3	-1	-18
Oc1c(C(c2ccco2)N2CCC3(CC2)OCCO3)sc2ncnn12 (stereo unspecified)	-1	-1	0	i	-4	9	-7	-6	0	-10
O=C(O)c1ccc(CSCc2c(F)cccc2Cl)o1	2	16	1	i	-4	-3	0	2	6	-21
CC(C)CN(CCNC(=O)CN1C(=O)COc2ccc(S(=O)(=O)N3CCC(C)CC3)cc21)CC(C)C	0	6	-4	i	-1	12	32	-5	3	-42
CCN(CC(=O)Nc1c(F)cccc1F)C(=O)c1ccc(Sc2nncn2C)c([N+](=O)[O-])c1	-3	22	-3	i	.	-8	-3	.	3	.
CC(=O)c1ccc(N2CCN(c3ccccc3O)CC2)c([N+](=O)[O-])c1	-1	19	-2	i	-2	-19	4	6	-2	-7
CC(C)CN(CC(C)C)C(=O)CC(=O)NC(=O)c1ccc(Cl)cc1	-2	13	-15	i	2	-12	0	2	1	-67
COc1ccc(N2CCN(Cc3cc(OC)c(O)c([N+](=O)[O-])c3)CC2)cc1	-1	40	-6	i	-5	13	19	-7	-1	-22
FC(F)(F)c1ccccc1NC(=S)N1CCCC1	2	20	.	i	2	.	.	2	2	3
CN(C)S(=O)(=O)c1ccc(C(=O)NCc2cccs2)cc1	0	-44	-2	i	1	-1	2	-2	-3	-39
CC(NC(=O)COc1ccc(S(=O)(=O)N2CCCC2)cc1)c1ccccc1 (stereo unspecified)	-3	26	4	i	-3	-3	5	-7	3	-30
C=CCn1cc(/C=N/N2C(=O)C3C4C=CC(C4)C3C2=O)c2ccccc21 (stereo unspecified)	.	0	-4	i	-2	-16	-6	-1	-3	-38
Cc1ccc(CCCOC(=O)C[N+]2(C)CCCC2)cc1	1	16	-8	.	2	8	-7	3	-5	-11
O=C1C(=O)N(c2nccs2)C(c2ccccc2F)/C1=C(\O)c1ccc2c(c1)OCCO2 (stereo unspecified)	-3	15	-4	i	0	21	-6	1	5	38
CCOC(=O)c1nc(S(C)(=O)=O)ncc1Cl	-1	22	.	i	6	-15	.	-2	-3	9
Cc1cccc(N/N=C(\C=N\N)C(=O)c2ccc(Br)cc2)c1	-1	5	-2	i	3	-32	21	-3	-1	16
Cc1sc2ncn(CC(=O)NCCCC(=O)N3CCCCC3)c(=O)c2c1C	0	15	9	i	-1	-7	17	0	2	-13
Cn1cc(C(=O)C(=O)NC2CCCCC2)c2ccccc21	-3	-14	4	i	0	-68	30	2	0	-51
C=CCc1ccccc1OCC(O)CN(C(C)C)C(C)C (stereo unspecified)	2	-4	9	i	1	9	1	2	1	2
CC12CCC(C(=O)N3CCc4ccccc43)(CC1=O)C2(C)C (stereo unspecified)	-1	21	-3	i	-4	15	0	-3	-2	-12
c1ccc(-c2cnnc(N3CCCCC3)n2)cc1	-2	10	-18	i	7	-140	-23	0	2	-67
CCOc1cc(NC(=S)NCC2CCCO2)c(OCC)cc1NC(=O)c1ccccc1C (stereo unspecified)	-1	4	4	i	-1	8	12	-4	-3	-6
Cc1ccc2c(c1)N(C(=O)CCC(=O)NCCCN1CCN(C)CC1)CC(C)O2 (stereo unspecified)	-1	18	-4	.	-3	-9	-7	2	2	-18
COc1ccc(OC)c(NC(=O)N[C@@H](Cc2ccccc2)C(=O)O)c1	-3	24	-4	i	-2	-6	-1	-9	2	-23
CCOc1ccc(NC(=S)N2CCCN(Cc3cccc(Cl)c3)C2)cc1	-4	16	-12	i	1	-5	-6	7	-1	7
Cc1cc(N=Nc2ccc(Cl)cc2)cc(CN2CCCC2)c1O	1	25	-60*	i	2	-6	-69	-1	5	-11
Oc1ccc(N2CCN(c3ncnc4sc5c(c34)CCC5)CC2)cc1	5	28	-5	i	-4	35	-7	-3	-3	-10
Cc1ccc(C(=O)Nc2cccc([N+](=O)[O-])c2)cc1S(=O)(=O)Nc1ccc(C(=O)O)cc1	0	32	-11	i	-1	-2	-11	-6	1	-16
CC(C)N(C(=O)c1nn(C)c2c1CSc1ccccc1-2)C1CCCCC1	1	25	0	i	-1	-6	-2	0	2	-35
COc1cc2c(cc1OC)CN(Cc1cc(=O)oc3cc(C)c(Cl)cc13)CC2	-1	20	-8	.	1	4	10	-2	-4	-50
CC(=O)C1(C)N(O)C(C)(C)C(c2ccco2)=[N+]1[O-] (stereo unspecified)	-3	2	1	i	0	-6	1	-1	1	7

Sorted by length of the SMILES (lowest first): three of the compounds above
Molecule	GSK3 alpha inh	AI-2 QS mod	HSF1 inh	PolyA inh	HSP90 inh	aSyn 5UTR inh	HSF-1 act	IEC-6 cytotox	GSK3beta inhib	KLF5 inh
Cc1cccc(N/N=C(\C=N\N)C(=O)c2ccc(Br)cc2)c1	-1	5	-2	i	3	-32	21	-3	-1	16
CCOc1ccc(NC(=S)N2CCCN(Cc3cccc(Cl)c3)C2)cc1	-4	16	-12	i	1	-5	-6	7	-1	7
C=CCn1cc(/C=N/N2C(=O)C3C4C=CC(C4)C3C2=O)c2ccccc21 (stereo unspecified)	.	0	-4	i	-2	-16	-6	-1	-3	-38

The list goes on.
Molecule	GSK3 alpha inh	AI-2 QS mod	HSF1 inh	PolyA inh	HSP90 inh	aSyn 5UTR inh	HSF-1 act	IEC-6 cytotox	GSK3beta inhib	KLF5 inh
COc1ccccc1/C=C/C(=O)Nc1ccc2c(c1)OCCO2	0	24	11	i	1	-145	46	25*	0	-218
Cc1noc(C)c1/C=N/Nc1ccccn1	1	24	-1	i	-5	-29	14	-8	-10	-13
O=C(Cn1[nH]c(=O)c2ccccc2c1=O)NNC(=O)c1ccccc1	-1	20	-4	i	-4	8	-16	4	-2	-16
N#CC1=C2SC=C(c3ccc(Br)cc3)N2CCCC1=O	-1	9	3	i	-4	-257	7	8	3	-50
COc1cccc(C(=O)Nc2ccc(C(F)(F)F)n(C)c2=O)c1	0	-8	-5	i	6	-71	-6	4	-3	-99
CCOC(=O)N1CCC(NC(=O)Cn2nc(Cc3ccncc3)c3ccccc3c2=O)CC1	0	12	-2	i	-3	-17	-4	0	-8	-24
COc1ccc(-n2ncc3c(=O)n(CC(=O)OCc4ccccc4)cnc32)cc1	0	22	5	i	0	-26	4	-9	3	1
CCCCN1C2CCCC1CC(NC(=O)c1cccc(OC)c1)C2 (stereo unspecified)	-1	0	-6	i	-3	0	-9	-7	2	-15
Cc1cccc(NC(=O)CN(C)S(=O)(=O)c2cccc3cccnc23)c1C	1	4	-2	i	0	20	11	3	-23	-7
CCOC(=O)c1cccc(NC(=O)CNS(=O)(=O)c2cccs2)c1	-3	34	0	i	3	12	9	0	-3	0
Cc1cccc(CNC(=O)CCn2ccc3cc(S(=O)(=O)N4CCCC4)ccc32)c1	.	12	6	i	-3	30	4	-3	-1	-11
O=[N+]([O-])c1ccc(N2CCN(c3ccccc3)CC2)cc1	0	4	5	i	-3	-80	2	-4	0	-68
COc1ccc(-n2c(SCC(=O)Nc3nccs3)nnc2-c2ccccc2)cc1	-1	24	13	i	0	14	7	3	4	-41
CC(=O)NC(CC(C)C)C(=O)NC(Cc1ccccc1)C(N)=O (stereo unspecified)	.	12	4	i	-1	-33	25	4	3	-19
CN(CCc1ccccc1)C1CCCN(S(=O)(=O)c2cccc(F)c2)C1 (stereo unspecified)	-2	26	-1	i	0	3	0	0	1	-10
O=C(O)c1cc(N/N=C/c2cccs2)ccc1Cl	-2	14	-3	i	24*	-253	8	-4	-2	-29
COc1cc(C(=O)OCC(=O)NCc2ccc(F)cc2)ccc1OCC(C)C	-1	0	-6	i	3	-15	15	3	-5	-33
COc1cc2c(cc1NC(=O)COc1ccccc1OC)oc1ccccc12	-2	5	-17	i	-2	-50	-18	-7	-2	-8
CC(C)(C)c1ccc(C(=O)NCC(=O)OCC(=O)c2ccc3c(c2)-c2ccccc2C3)cc1	-4	-8	16	i	3	4	5	-1	13	-15
CCC(=O)c1ccc(OCC(=O)c2ccc3c(c2)NC(=O)CO3)cc1	-1	27	1	i	-2	17	-7	-3	0	-23
CCC(NC(=O)c1cc(COc2cncc(Cl)c2)on1)c1ccc(C)cc1 (stereo unspecified)	-1	26	0	i	-3	-2	25	-10	2	3
Cc1no[n+]([O-])c1COc1cccc(/C=N/Nc2nncn2N)c1	-3	28	32	i	4	-35	28	-3	2	-19
COc1ccc(OC)c(NC(=O)CSc2ncccc2C(=O)O)c1	-4	38	-7	i	0	-4	15	-7	-1	0
O=c1cc(-c2ccccc2)c2cc(Cl)c(O)c(CN3CCOCC3)c2o1	1	8	-3	i	3	13	0	-3	1	-3
COc1ccc(C(=O)Nc2ccc(NS(=O)(=O)c3ccccc3)cc2)cc1OC	-2	25	-4	.	1	-6	-6	-2	1	-8
O=C(c1cnc2n(c1=O)CCS2)N(C1CCCCC1)C1CCCCC1	-4	6	-8	i	1	-12	0	3	1	8
S=C(Nc1ccccc1Cl)N(Cc1cccnc1)Cc1ccco1	-1	12	5	i	4	-19	1	-1	-15	-4
C=CCn1c(SCC(=O)NC2CCS(=O)(=O)C2)nnc1-c1ccc(Cl)cc1 (stereo unspecified)	-1	10	-2	i	.	-5	-6	.	3	.
CCO[C@@H]1OC(C(=O)N2CCCCCCC2)=C[C@H](c2ccc3c(c2)OCO3)[C@H]1CCCO	-1	15	-7	i	10	4	-11	-8	-2	-6
CCOC(=O)C1(CC)NC(c2ccc(OC)cc2OC)C2C(=O)N(C)C(=O)C21 (stereo unspecified)	0	20	-2	i	-1	-1	-8	3	0	-27
